Source: PubChem
TRPC6 inh: blocks the mouse TRPC6 cation channel. Q61143. HEK293-TRPC6, membrane potential dye, ACh-evoked depolarization; hits give low values. B-score at 10 µM. hit rate 1.1% among 310,000. AID 2553;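 active = B-score under library mean minus 3 SD, initial fluorescence not abnormally high, positive integrated signal ratio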;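 note: B-score derived from integrated fluorescence ratio over the kinetic read; more negative B-score means stronger inhibition of depolarization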
MrgX1 antag: blocks BAM8-22 activation of human MrgX1 receptor. Q96LB2. MRGX1-HEK293 calcium flux, Fluo-4, BAM8-22 antagonism; hits give low values. B-score at 10 µM. hit rate 1.3% among 310,000. AID 588676;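 active = calcium-response B-score plate-corrected more than 3 library SD below zero, starting fluorescence within 5 deviations, no agonist response on first addition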;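 note: peak minus trough fluorescence over baseline after final BAM8-22 challenge near maximal dose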
Target sequence (Q96LB2 whole entry, looked up): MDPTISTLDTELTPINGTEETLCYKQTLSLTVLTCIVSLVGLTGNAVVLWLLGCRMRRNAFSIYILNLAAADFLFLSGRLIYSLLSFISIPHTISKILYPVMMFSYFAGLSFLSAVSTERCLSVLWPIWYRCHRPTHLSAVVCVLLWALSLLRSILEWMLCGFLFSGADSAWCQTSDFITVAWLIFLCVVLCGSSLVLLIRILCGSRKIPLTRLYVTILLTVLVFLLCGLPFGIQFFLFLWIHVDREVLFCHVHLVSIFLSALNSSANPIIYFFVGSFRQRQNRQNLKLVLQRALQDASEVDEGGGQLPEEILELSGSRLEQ
MrgX1 ag: agonists of human MrgX1 receptor | B-score at 10 µM | hit rate 0.44% among 310,000 | MrgX1-HEK293 cells, Fluo-4 calcium fluorescence, agonist mode; hits give high values | AID 588627 | Q96LB2;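 active = calcium response B-score plate-corrected fluorescence ratio at least 3 library SD, with starting fluorescence B-score inside 5 SD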
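Material: MrgX1-expressing HEK293 cells; input: 15,000 cells per well; doses: test compound given as first of three sequential additions; schedule: overnight plating before 1 h dye loading; technique: Fluo-4 NW calcium-flux fluorescence, kinetic read; evaluation: baseline-normalised fluorescence change ratio, B-scored; control set: plate-wise positive and negative controls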
TRPC4 potent: allosterically enhances the mouse TRPC4 cation channel; B-score at 10 µM; HEK293 TRPC4beta/mu-opioid, DAMGO EC20, Fluo-4 Ca2+ flux; hits give high values; Q9QUQ5; hit rate 0.42% among 310,000; AID 2227;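 active = B-score of calcium response area above 5 SD of library B-scores, with initial fluorescence ratio within 5 SD of library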;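 note: B-score of integrated fluorescence ratio over time as area under calcium response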
SKKanGAS inh: blocks kanamycin growth of S. pyogenes SKKanGAS strain. BacTiter-Glo, 6 h. inhibition, % at 7.5 µM. hit rate 1.3% among 300,000. AID 1662;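 active = mean replicate score, as percent of positive control median, at least 50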;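 note: strain carries kanamycin resistance gene driven by streptokinase promoter and grows in 40 µg/ml kanamycin; loss of luminescence reflects streptokinase promoter inhibition or plain growth inhibition; 0% = median of DMSO wells and 100% = positive control at its reference dose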
TRPC4 inh: blocks the mouse TRPC4 cation channel; Q9QUQ5; HEK293 TRPC4beta/mu-opioid, DAMGO-evoked Fluo4 calcium flux; hits give low values; B-score at 10 µM; hit rate 0.39% among 300,000;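 active = B-score over 3 SD under the library average, no early fluorescence shift, positive overall ratio signal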
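Material: HEK293 cells with stable TRPC4beta plus mu-opioid receptor expression; probe or stimulus: DAMGO in two steps, submaximal then maximal; technique: Fluo4 calcium fluorescence by kinetic imaging, 5 s 1 Hz baseline; measure: integrated fluorescence ratio relative to baseline, converted to per-well B score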
MrgX1 allo act: allosterically activates human MrgX1 receptor signaling; AID 588675; hit rate 0.63% among 310,000; B-score at 10 µM; MrgX1-HEK293, Fluo-4 calcium flux, FDSS; hits give high values; Q96LB2;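 active = plate-corrected calcium response at least 3 library SD above typical, normal starting fluorescence, not activating the receptor alone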;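 note: compound read alongside a low EC10 to EC30 dose of BAM8-22 agonist; peak minus trough fluorescence over baseline measured at the second addition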
TRPC4 act: activators of mouse TRPC4 channel. B-score at 10 µM. AID 2237. Q9QUQ5. hit rate 0.49% among 310,000. HEK293 TRPC4beta/mu-opioid, Fluo4 calcium fluorescence; hits give high values;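 active = B-score above 5 SD of library B-scores, and initial fluorescence ratio not above library mean plus 5 SD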;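 note: positive B-score marks a calcium rise read as TRPC4 activation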
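System – HEK293 cells stably co-expressing mouse TRPC4beta and mu-opioid receptor · Signal – Fluo4 calcium-sensitive dye fluorescence, kinetic, 1 Hz baseline · Benchmarks – buffer (low) and maximal DAMGO (high) · Read-out – B score of integrated fluorescence ratio per well · Incubation – dye loading 45 min room temperature, 110 s kinetic read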
TRPC6 act: mouse TRPC6 channel activation; hit rate 0.13% among 310,000; Q61143; HEK293-TRPC6 membrane potential dye fluorescence; hits give high values; B-score at 10 µM;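 active = B-score of the integrated fluorescence ratio above library mean plus 3 SD, and starting fluorescence ratio within library mean plus 5 SD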;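 note: higher score means more depolarization so channel activation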
ANO1 activ: activates or potentiates the mouse TMEM16A chloride channel; Q8BHY3; HEK293 TMEM16A/YFP-H148Q/I152L, iodide quench fluorescence; hits give low values; B-score at 10 µM; hit rate 0.3% among 340,000; AID 623877;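 active = fluorescence-ratio B-score plate-corrected deviation score at least 3 library SD below zero, with starting fluorescence score within 5 deviations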;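 note: channel opened by trigger with iodide after compound preincubation; score built on the fluorescence ratio of max minus min over baseline; more negative score means more quench and so TMEM16A activation or potentiation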
TMEM16A inh: mouse TMEM16A channel inhibition, primary screen; Q8BHY3; HEK293 TMEM16A/YFP iodide influx fluorescence, ionomycin; normalized B-score (activity score, 25-100; higher = stronger inhibition) at 10 µM; hit rate 1.2% among 310,000; AID 588511;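 active = ratio plate-corrected score three or more library SD toward inhibition, starting fluorescence score within five deviations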;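 note: score derived from kinetic fluorescence span divided by baseline fluorescence per well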
* = called active by the depositor; i = inactive; . = no result given.

entry	molecule	TRPC6 inh	MrgX1 antag	MrgX1 ag	TRPC4 potent	SKKanGAS inh	TRPC4 inh	MrgX1 allo act	TRPC4 act	TRPC6 act	ANO1 activ	TMEM16A inh
1	CCN(CC)CCN1C(=O)C(=O)/C(=C(/O)c2c(C)[nH]c(C(=O)OC)c2C)C1c1cccnc1 (centres undefined)	.	i	i	.	.	.	i	.	.	i	i
2	Cc1nnc(NC(=O)CSc2nnc(CC(=O)Nc3ccccc3C)n2C)s1	i	i	i	i	-1	i	i	i	i	i	i
3	Cc1ccc(C(=O)c2oc3nc(C)cc(C)c3c2N)cc1	i	i	i	i	-4	i	i	i	i	i	i
4	CCOC(=O)CSc1nc2ccccc2c(=O)n1-c1ccc(C)cn1	i	i	i	i	-3	i	i	i	i	i	i
5	CC1(C)CC(=O)NC=C(c2ccccc2)C1	i	i	i	i	7	i	i	i	i	i	i
6	Cc1cc(=O)[nH]c(Nc2cccc(F)c2)n1	i	i	i	i	-3	i	i	i	i	i	i
7	O=C(c1ccccc1)c1cccn1CC(=O)N1CCCCCC1	i	i	i	i	-3	i	i	i	i	i	i
8	CCOc1ccc(N(C(C)C(=O)NCc2ccco2)S(C)(=O)=O)cc1 (centres undefined)	i	i	i	i	3	i	i	i	i	i	i
9	O=C(CSc1ccc(Cl)cc1)NC1=NN(c2ccccc2)C(=O)C1	i	i	i	i	77*	i	i	i	i	i	i
10	COc1ccc(CN2C(=O)C(C)=C(C)C2OC)cc1 (centres undefined)	i	i	i	i	-3	i	i	i	i	i	i
11	CC(C)(C)c1ccc(C(=O)NNC(=O)CCc2ccccc2)cc1	i	i	i	i	-4	i	i	i	i	i	i
12	Cc1ccc(OCC(=O)N2c3ccccc3NC(=O)C2(C)C)c([N+](=O)[O-])n1	i	i	i	i	7	i	i	i	i	i	i
13	C=CCn1cc(C(=O)NCCCOC)c(=O)c2cc(S(=O)(=O)N3CCC(C)CC3)ccc21	.	i	i	.	.	.	i	.	.	i	i
14	O=C(CCSc1nc(-c2ccco2)cc(C(F)(F)F)n1)NCCN1CCOCC1	i	i	i	i	-8	i	i	i	i	i	i
15	O=C(COC(=O)c1ccc2ccccc2c1O)NCC(F)(F)F	i	i	i	i	2	i	i	i	i	i	i
16	CC(=O)Nc1ccc(S(=O)(=O)N(C)CC(=O)Nc2ccccc2N2CCCC2)cc1	i	i	i	i	1	i	i	i	i	i	i
17	OCCN1CCN(Cc2cc(Cl)c3cccnc3c2O)CC1	i	i	i	i	-8	i	i	i	i	i	i
18	Cc1cccc(Sc2nc(-c3ccccc3)ncc2C(=O)O)c1	i	i	i	i	-20	i	i	i	i	i	i
19	Cc1cc(C)n(CC(O)COc2ccccc2Br)n1 (centres undefined)	i	i	i	i	2	i	i	i	i	i	i
20	COc1ccc(C(=O)Nc2cc(Cl)cc(Cl)c2)c(OC)n1	i	i	i	i	1	i	i	i	i	i	i
21	FC(F)(F)Oc1ccc(NC(=S)Nc2ccc(OC(F)(F)F)cc2)cc1	i	i	i	i	72*	i	i	i	i	i	25*
22	COc1ccc(OC)c(Nc2nc(C)nc3c2oc2ccccc23)c1	i	i	i	i	-10	i	i	i	i	i	i
23	O=C(c1ccc(C(=O)N2CCOCC2)s1)N1CCOCC1	i	i	i	i	-1	i	i	i	i	i	i
24	COc1ccc2c(CC(=O)Nc3ccc(OC)nc3)coc2c1	i	i	i	i	-2	i	i	i	i	i	i
25	O=C(Nc1cccnc1)c1ccc(-c2cc(Cl)ccc2Cl)o1	i	i	i	i	23	i	i	i	i	i	i
26	CC(C)n1c(N2CCN(C(=O)Nc3ccccc3)CC2)nc2ccccc21	i	i	i	i	2	i	i	i	i	i	i
27	O=C(CSc1nnc(-c2ccccc2)n1Cc1ccccc1)NC1CC1	i	i	i	i	-5	i	i	i	i	i	i
28	O=C(NC(=O)c1c(F)cccc1F)Nc1ccccc1SC(F)F	i	i	i	i	9	i	i	i	i	i	i
29	CCNS(=O)(=O)c1ccc(OCCNS(C)(=O)=O)cc1	i	i	i	i	-13	i	i	i	i	i	i
30	CN(Cc1ccccc1)C(=O)c1ccc(COc2ccccc2)cc1	i	i	i	i	-5	i	i	i	i	i	i
31	CC(C)(C)c1ccc(-c2noc(CCC(=O)N3CCOCC3)n2)cc1	i	i	i	i	-2	i	i	i	i	i	i
32	Cc1ccc(/C=N/Nc2nc(C(C)(C)C)cs2)o1	i	i	i	i	0	i	i	i	i	i	i
33	COCCNC(=O)Cn1cnc2sc(C)c(S(=O)(=O)N3CCC(C)CC3)c2c1=O	i	i	i	i	4	i	i	i	i	i	i
34	c1ccc(OCc2ccc(CCCN3CCOCC3)cc2)cc1	i	i	i	i	6	i	i	i	i	i	i
35	O=C(C1=NNCC1c1ccccc1)C1CO1 (centres undefined)	i	.	.	i	1	i	.	i	i	i	.
36	CC(=O)N1CCCC(N2CCN(c3cccc(C(F)(F)F)c3)CC2)C1 (centres undefined)	i	i	i	i	2	i	i	i	i	i	i
37	Cc1ccc(-n2cnc3c(sc4nc(N5CCOCC5)c5c(c43)CCCC5)c2=O)cc1	i	i	i	i	40	i	i	i	i	i	i
38	CN(C)C(=O)c1sccc1Oc1ccc(F)cc1[N+](=O)[O-]	i	i	i	i	-4	i	i	i	i	i	i
39	Cn1c(=O)c2cc(S(=O)(=O)NCCC(=O)NCCC3=CCCCC3)ccc2n(C)c1=O	i	i	i	i	-6	i	i	i	i	i	i
40	COc1cc(C(F)(F)F)nc(-c2ccccn2)n1	i	i	i	i	4	i	i	i	i	i	i
41	CC1CCN(C(=O)CC(NC(N)=O)c2ccccc2Cl)CC1 (centres undefined)	i	i	i	i	-1	i	i	i	i	i	i
42	CC12CCC(C(=O)O)(c3nc(C#N)c(C#N)nc31)C2(C)C (centres undefined)	i	i	i	i	-6	i	i	i	i	i	i
43	CCOC(=O)Cc1csc(NC(=S)NC(=O)c2ccc(F)cc2)n1	i	i	i	i	-5	i	i	i	i	i	i
44	COc1ccc(-c2c3c(=O)n(C)c(=O)n(C)c3cn2-c2ccccc2)cc1	i	i	i	i	-4	i	i	i	i	i	i
45	COc1ccc(C(=O)O/N=C(\N)c2ccccn2)c(OC)c1	i	i	i	i	2	i	i	i	i	i	i
46	C=CCN1C(=O)c2ccc(C(=O)N(CC(C)C)c3c(N)n(CCCC)c(=O)[nH]c3=O)cc2C1=O	i	i	i	i	-2	i	i	i	i	i	i
47	O=C(Cc1c[nH]c2ccccc12)NNC(=O)c1ccccc1	i	i	i	i	-4	i	i	i	i	i	i
48	CCOc1ccc(C(=O)SC2=NCCS2)cc1	i	i	i	i	-6	i	i	i	i	i	i
49	CCCCn1c(N)c(N(CC(C)C)C(=O)c2cc(-c3ccncc3)nc3ccccc23)c(=O)[nH]c1=O	i	i	i	i	27	i	i	i	i	i	i
50	CCOC(=O)C1CCCN(C(=O)/C=C/c2cccc([N+](=O)[O-])c2)C1 (centres undefined)	i	i	i	i	0	i	i	i	i	i	i

Continued.
entry	molecule	TRPC6 inh	MrgX1 antag	MrgX1 ag	TRPC4 potent	SKKanGAS inh	TRPC4 inh	MrgX1 allo act	TRPC4 act	TRPC6 act	ANO1 activ	TMEM16A inh
51	C/C=C/C=C(/NC(=O)c1ccccc1)C(=O)Nc1ccccc1	i	i	i	i	6	i	i	i	i	i	i
52	COc1cccc(-n2c(SCC(=O)N3CCOCC3)nc3c([nH]c4ccccc43)c2=O)c1	i	i	i	i	5	i	i	i	i	i	i
53	Cc1ccc2nc(NC(=O)COC(=O)CSc3nc(C)cc(C)n3)sc2c1	i	i	i	i	-2	i	i	i	i	i	i
54	CCCCN(C(=O)c1ccc(N(C)S(=O)(=O)c2ccc(C)cc2)cc1)c1c(N)n(CCCC)c(=O)[nH]c1=O	i	i	i	i	23	i	i	i	i	i	i
55	Cc1c(NC(=O)C2CC(c3cccc(Br)c3)=NO2)c(=O)n(-c2ccccc2)n1C (centres undefined)	i	i	i	i	1	i	i	i	i	i	i
56	Cn1c(-c2ccc3c(c2)OCO3)cnc1N	i	i	i	i	7	i	i	i	i	i	i
57	Cc1cccnc1NC(=O)c1cccc(S(=O)(=O)N2CCN(c3ccccc3)CC2)c1	i	i	i	i	-4	i	i	i	i	i	i
58	CC(C)CCOC(=O)C1C(c2ccccc2)C(C(=O)O)C1c1ccccc1 (centres undefined)	i	i	i	i	5	i	i	i	i	i	i
59	Cc1ccc(CNC(=O)c2cc(C)nn2-c2ccccc2)cc1	i	i	i	i	-6	i	i	i	i	i	i
60	Cc1ccc(-c2cn(-c3ccc(SC(F)F)cc3)c3[n+]2CCC3)cc1	i	i	i	i	6	i	i	i	i	i	i
61	CCOc1ccccc1NC(=O)CNC(=O)c1nn(-c2ccc(OC)c(OC)c2)c(=O)c2ccccc12	i	i	i	i	22	i	i	i	i	i	i
62	COC(=O)C1CCN(C(=O)COC(=O)CC(NC(C)=O)c2ccccc2)CC1 (centres undefined)	i	i	i	i	-3	i	i	i	i	i	i
63	O=C(CCSc1nc(-c2ccco2)cc(C(F)(F)F)n1)Nc1ccc2c(c1)OCO2	i	i	i	i	3	i	i	i	i	i	i
64	COC(=O)CN(c1ccccc1F)S(=O)(=O)c1ccc(C)cc1	i	i	i	i	22	i	i	i	i	i	i
65	Cc1cc(C)nc(N2C(=O)CC(Cc3ccc(Cl)cc3)C2=O)n1 (centres undefined)	i	i	i	i	-13	i	i	i	i	i	i
66	CCCOc1ccc(/C=N/NC(=S)Nc2ccccc2[N+](=O)[O-])c(O)c1	i	i	i	i	102*	i	i	i	i	.	i
67	CCS(=O)(=O)NC(C)C(c1cccs1)N1CCN(C)CC1 (centres undefined)	i	i	i	i	5	.	i	i	i	i	i
68	COc1cc2sc3ccc(C#Cc4ccc(N)cc4)cc3c(=O)c2cc1OC	i	i	i	i	29	i	i	i	i	i	i
69	CC(=O)NCCc1c[nH]c2ccc(O)cc12	i	-5.1*	i	i	1	i	i	i	i	i	i
70	COCCN1CN(S(=O)(=O)c2cccc(Cl)c2)c2nc3ccccc3nc21	i	i	i	i	10	i	i	i	i	i	i
